Screening data as filed in PubChem.
hERG rescue – hERG rescue from dofetilide block, primary screen, cell-based, CHO-hERG, FluxOR thallium flux, dofetilide IC70. actives 0.51% (n = 310,000). dofetilide IC70 present. activation (rescue from dofetilide block), less the hit threshold, % at 10 µM. Voltage-gated inwardly rectifying potassium channel KCNH2 (Homo sapiens), Q12809;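 active = activation above the mean of controls blocked by dofetilide plus 5 SD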;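 note: thallium influx through hERG after potassium depolarization seen as dye fluorescence rise; in these data hits start at about 4.7%; inactives centre near -7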
RGS4 pot – RGS4 potentiators or activators, primary screen, cell-based, HEK293 M3R inducible RGS4, calcium flux; carbachol calcium flux Fluo4; stronger effect = lower value; B-score at 10 µM; actives 0.92% (n = 310,000); AID 463111, 2010;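 active = B-score of the integrated calcium signal more than 4 SD below the library mean, with starting fluorescence not abnormally high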;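 note: negative B-score means reduced calcium response which marks RGS4 activation or potentiation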
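Test system: HEK293 cells with stable M3R and inducible RGS4; also added: carbachol at ECmax as muscarinic agonist stimulus; schedule: dye loading 30 min 37 °C, buffer rest 30 min RT; technique: kinetic calcium fluorescence imaging with Fluo4-AM dye, 2 µM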
GSK3 alpha inh – blockers of GSK3A enzyme activity – biochemical, luminescence, cell-free homogeneous, HTS, primary screen; actives 0.1% (n = 320,000); Glycogen synthase kinase-3 alpha (Homo sapiens), P49840; GSK-3 alpha kinase, ADP-Glo luminescence, 60 min; inhibition, % at 10 µM;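 in the data active = inhibition above about 50%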;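 note: GST-tagged GSK-3 alpha with peptide substrate and 25 µM ATP; 0% = DMSO neutral wells and 100% = GW8510 positive control wells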
HDAC3 inhib – HDAC3 deacetylase inhibitors, primary screen, biochemical, fluorescence, cell-free homogeneous; inhibition, % at 8.3 µM; actives 0.15% (n = 320,000); recombinant HDAC3, fluorogenic peptide/trypsin coupled; Histone deacetylase 3 (Homo sapiens), O15379; in the data active = inhibition above about 26%, passing the limit was not always enough
KCNQ1 act – potentiators or activators of KCNQ1 channel, primary screen, cell-based, thallium flux, high-throughput; Potassium voltage-gated channel subfamily KQT member 1 (Homo sapiens), P51787; CHO-K1 KCNQ1, thallium flux FluxOR fluorescence; stronger effect = higher value; B-score at 10 µM; actives 0.35% (n = 310,000); AID 2648, 2010;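 active = fluorescence ratio B-score, a plate-corrected score, at least three library SD, with initial intensity B-score within 5 SD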
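Medium – assay buffer, equal DMSO in all wells · Material – CHO-K1 cell line with stable KCNQ1 potassium channel expression · Signal – kinetic FluxOR thallium fluorescence, 10-s 1-Hz baseline, 110-s post-stimulus read · Compound – single concentration per compound, DMSO matched to controls · Schedule – 37 °C overnight plating, 90-min dark dye load, 20-min compound pretreatment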
GSK3beta inhib – human GSK3beta kinase inhibitors, primary screen, biochemical, cell-free homogeneous, HTS; Glycogen synthase kinase-3 beta (Homo sapiens), P49841; GST-GSK3beta kinase, ADP-Glo luminescence, 60 min; stronger effect = lower value; activity score (negative = inhibition), % at 10 µM; actives 0.038% (n = 300,000); AID 2097, 2009;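 active = more than half of replicate wells score below -50%, meaning over 50% inhibition versus plate controls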;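 note: 0% = median DMSO wells and -100% = median GW8510 positive control wells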
Target sequence (P49841 whole entry, looked up): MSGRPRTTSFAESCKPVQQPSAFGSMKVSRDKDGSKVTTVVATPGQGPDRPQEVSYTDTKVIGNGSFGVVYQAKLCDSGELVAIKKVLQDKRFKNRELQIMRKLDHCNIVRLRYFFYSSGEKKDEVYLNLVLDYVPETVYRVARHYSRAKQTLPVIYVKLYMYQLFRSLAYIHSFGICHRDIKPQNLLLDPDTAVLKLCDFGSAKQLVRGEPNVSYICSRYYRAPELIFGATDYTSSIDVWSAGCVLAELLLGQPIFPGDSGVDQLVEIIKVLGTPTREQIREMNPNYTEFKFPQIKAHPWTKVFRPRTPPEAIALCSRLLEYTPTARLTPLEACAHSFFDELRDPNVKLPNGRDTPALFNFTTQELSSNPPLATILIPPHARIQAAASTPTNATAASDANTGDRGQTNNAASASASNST
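test system = GST-tagged human GSK3beta kinase, cell-free | reagent = 25 µM ATP with peptide substrate | dosing = one dose of 10 µM per compound | schedule = 60 min reaction, RT | detection = luminescent ADP-Glo measurement of ADP formed | control set = DMSO neutral wells and GW8510 at 20 µM as positive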
PolyA inhibitor – polyadenylation inhibitors in yeast reporter cells, primary screen, luminescence, S. cerevisiae; S. cerevisiae SKY197-pL101 polyadenylation reporter, beta-gal luminescence; efflux-impaired pdr1/pdr3 knockout yeast; score 100 = 6 SD above DMSO; calls only at 12 µM; actives 0.02% (n = 300,000); AID 1875, 2009;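 active = lowest replicate activity score at least 50, where 100 means six control SD above control mean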;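 note: yeast exposed to compound for 9 h at 30 °C; higher score means more reporter readthrough which indicates perturbed polyadenylation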
Dyrk1A ADPGlo – rat Dyrk1A kinase inhibitors, primary screen, biochemical, single point, plate reader | Dual specificity tyrosine-phosphorylation-regulated kinase 1A (Rattus norvegicus), Q63470 | ADP-Glo luminescence, NFATc1 peptide | inhibition, % at 12.5 µM | actives 0.43% (n = 310,000); in the data active = inhibition above about 50%;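 note: plate controls were vehicle with enzyme for no effect and no enzyme for full effect; many of its hits are not listed in these tables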
KCNK9 block – KCNK9 potassium channel inhibitors, primary screen, HEK293 cells, thallium flux. AID 488922, 2010. actives 1.2% (n = 310,000). Potassium channel subfamily K member 9 (Homo sapiens), Q9NPC2. FluxOR thallium flux fluorescence; stronger effect = lower value. B-score at 10 µM;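 active = ratio B-score over 3 SD below the library mean, with starting fluorescence within 5 SD of its mean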;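 note: negative B-score means less thallium flux so channel inhibition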
KCNK3 block – human KCNK3 channel inhibitors, primary screen, CHO cells, FluxOR thallium flux, B-score | Potassium channel subfamily K member 3 (Homo sapiens), O14649 | FluxOR fluorescence; stronger effect = lower value | B-score at 10 µM | actives 0.84% (n = 340,000) | AID 602410, 2012;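 active = B-score under library mean minus 4 SD, starting fluorescence ratio at most library mean plus 5 SD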;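 note: more negative B-score means stronger inhibition of thallium flux through KCNK3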
Target sequence (O14649 whole entry, looked up): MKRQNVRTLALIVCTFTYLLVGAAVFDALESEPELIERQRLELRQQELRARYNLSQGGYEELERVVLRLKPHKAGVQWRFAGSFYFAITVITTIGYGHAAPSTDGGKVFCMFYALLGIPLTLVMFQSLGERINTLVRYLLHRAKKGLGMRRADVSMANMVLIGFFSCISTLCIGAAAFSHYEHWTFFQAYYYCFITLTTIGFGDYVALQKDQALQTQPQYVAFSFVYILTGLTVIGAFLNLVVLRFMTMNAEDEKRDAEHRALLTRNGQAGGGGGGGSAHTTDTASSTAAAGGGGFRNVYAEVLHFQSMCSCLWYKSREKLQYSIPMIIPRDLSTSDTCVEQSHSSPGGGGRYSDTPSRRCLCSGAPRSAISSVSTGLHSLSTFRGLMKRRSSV
KCNQ1 inh – inhibitors of human KCNQ1 channel, primary screen, cell-based, thallium flux, high-throughput; Potassium voltage-gated channel subfamily KQT member 1 (Homo sapiens), P51787; actives 1.3% (n = 310,000); CHO-K1 KCNQ1, FluxOR thallium flux fluorescence; stronger effect = higher value; B-score at 10 µM;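 active = compounds whose thallium flux B-score, printed positive for inhibition, exceeds three library SD while starting fluorescence stays within three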;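 note: channel opened by potassium depolarization with thallium stimulus after 20 min compound exposure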
* hit, by the source's call; i = inactive; . = not tested or not shown. The list is partial. The share of hits here may be higher or lower than overall.

SMILES	hERG rescue	RGS4 pot	GSK3 alpha inh	HDAC3 inhib	KCNQ1 act	GSK3beta inhib	PolyA inhibitor	Dyrk1A ADPGlo	KCNK9 block	KCNK3 block	KCNQ1 inh
CC1(c2ccccc2)NC(=O)N(CC(=O)Nc2cccc(C#N)c2)C1=O (centres undefined)	-6	i	-3	5	i	13	i	7	i	i	i
Cc1c(N=Cc2c(O)n(C)c(=O)c3ccccc23)c(=O)n(-c2ccccc2)n1C	-8	-7.2*	-1	-1	i	.	i	4	i	i	i
CCOc1ccc(NC(=O)CN2CCN(CC(=O)Nc3ccc(C(N)=O)cc3)CC2)cc1	3	i	-2	1	i	5	i	-6	i	i	i
CCN(Cc1ccccc1)S(=O)(=O)c1cc2c3c(c1)CCN3C(=O)CC2	-11	i	.	.	i	1	i	4	i	i	i
Cc1ccc(S(=O)(=O)Nc2cccc(Cl)c2)cc1NC(=O)c1cccnc1	-2	i	.	.	i	2	i	-2	i	i	i
O=C(NC1CCCCC1)C(=O)c1c[nH]c2ccccc12	-4	i	-1	7	i	-6	i	8	i	i	i
CCOc1cc(S(=O)(=O)N2CCCC2)ccc1Cl	-5	i	0	0	i	0	i	-6	i	i	i
CCC(=O)N1CCc2cc(Br)cc(S(=O)(=O)CC(=O)OC)c21	-7	i	1	6	i	-3	i	1	i	i	i
Cc1ccc(C(C(=O)NCc2ccco2)N(C(=O)CNC(=O)c2cccs2)c2c(C)cccc2C)cc1 (centres undefined)	-14	i	.	2	i	-1	i	-5	i	i	i
COc1ccc(-n2c(N)c(C#N)c3ccc([N+](=O)[O-])cc3c2=O)cc1	0	i	1	-7	i	2	i	-1	i	i	i
Cn1c(SCc2nc3ccccc3[nH]2)nnc1-c1cccnc1	-7	i	1	4	i	0	i	-3	i	i	i
Nc1ccc(Nc2nc(-c3ccncc3)cs2)cc1	-4	i	-2	-5	i	-9	i	-4	i	i	i
CCOc1ccc(NC(=O)CN(C)C(=O)c2ccc3[nH]c4c(c3c2)CC(C)CC4)cc1OCC (centres undefined)	-10	i	-2	3	i	0	i	-5	i	i	i
C/C(Sc1nnc(Cc2ccccc2)o1)=C(/O)c1ccccc1	-6	i	-1	-2	i	1	i	23	i	i	i
Cc1cc(C)c(-c2csc(NC(=O)c3cc([N+](=O)[O-])ccc3N3CCOCC3)n2)c(C)c1	-6	-7.9*	-2	8	i	-2	i	3	i	i	i
CCOC(=O)c1cnc2c(Cl)cccc2c1NCCN1CCOCC1	-7	i	1	-3	i	2	i	4	i	i	i
COc1ccc(C2N(c3cc(Cl)ccc3OC)C(=O)C3CCCN32)cc1 (centres undefined)	-5	i	.	-2	i	-1	i	6	i	i	i
CCOc1cc(N2CCOCC2)c(OCC)cc1NC(=O)[C@H](C)N1C(=O)C2CC=CCC2C1=O (some centres undefined)	-9	i	0	4	i	0	i	-2	i	i	i
COc1ccc(-c2n[nH]c(=S)n2-c2ccc(C)cc2C)cc1	-4	i	-5	10	i	1	i	.	i	i	i
O=C1C2C(c3ccccc3)CC=CC2[C@H](c2ccoc2)N1Cc1ccccc1 (some centres undefined)	-7	i	0	5	i	-1	i	60*	i	i	i
COCc1cc(=O)n2[nH]cc(-c3ccsc3)c2n1	-4	i	-2	-30	i	3	i	15	i	i	i
COc1ccc(-c2c3c(=O)n(C)c(=O)n(C)c3cn2N2CCOCC2)cc1	-22	i	1	13	i	-2	i	0	i	i	i
Cc1ccc(CCNc2ccccc2)c[n+]1[O-]	-14	i	-1	-1	i	4	i	0	i	i	i
Cc1nc2cc(O)ccc2n1C	-6	i	-4	-2	i	4	i	18	i	i	i
CC1(C)CC(=O)C2=C(C1)OC(N)=C([N+](=O)[O-])C2c1cccs1 (centres undefined)	-3	i	0	4	i	-22	i	-2	i	i	i
c1coc(CNc2ncnc3sc4c(c23)CCCCC4)c1	-21	i	1	12	i	0	i	49	i	i	i
CC(C)(C)NC(=O)NC(=O)COC(=O)c1ccc2c(c1)S(=O)(=O)N=C1CCCCCN12	-7	i	0	-4	i	4	i	-3	i	i	i
COc1ccc(NC(=O)CSc2nc(C)cs2)cc1	-8	i	-1	7	i	2	i	0	i	i	i
CCOc1ccc(N/C=C/C(=O)c2ccccc2)cc1	-12	i	-2	6	i	0	i	11	i	i	i
COc1ccccc1C(=O)N=C1SC2CS(=O)(=O)CC2N1c1ccccc1 (centres undefined)	-3	i	-1	-6	i	0	i	-6	i	i	i
CC(CCc1ccco1)NC(=O)Cn1nc(Cc2ccncc2)c2ccccc2c1=O (centres undefined)	-5	i	1	6	i	2	i	6	i	i	i
COc1ccc(OCCCCc2c(C)n[nH]c2C)cc1	-12	i	-2	-1	i	3	i	-2	i	i	i
Cc1c(OCC(=O)N2CCN(c3ccccc3)CC2)ccc2c3c(c(=O)oc12)CCCC3	-6	i	0	0	i	-1	i	-4	i	i	i
O=[N+]([O-])c1cc(C(F)(F)F)cc([N+](=O)[O-])c1NCCNC(=S)Nc1cccc(F)c1	-14	i	-5	15	i	3	i	0	i	i	i
Cc1nnc(NC(=O)C2CC(=O)N(Cc3ccccc3)C2)s1 (centres undefined)	-12	i	-1	0	i	-2	i	-2	i	i	i
CC(C)N(c1ccccc1)c1ccc(NC(=O)COC(=O)CCN2C(=O)c3cccc([N+](=O)[O-])c3C2=O)cc1	-19	i	-2	11	i	-9	i	2	i	i	i
Cc1cc(C)n(Cc2ccc(C(=O)Nc3ccc(Br)cc3C)o2)n1	-8	i	1	3	i	-4	i	-6	i	i	i
CCC(=O)c1c(OCc2ccccc2)ccc2c(C)cc(=O)oc12	-3	i	-2	9	i	1	i	.	i	.	i
Cc1ccc(CCN2CC(C(=O)NC3CCCC3)CC2=O)cc1 (centres undefined)	-6	i	2	2	i	3	i	-3	i	i	i
O=C(O)c1ccccc1OCCN1CCCC1=O	1	i	-2	-5	i	-1	i	6	i	i	i
O=C(Cc1ccc(F)cc1)Nc1nc(-c2ccc(F)c(F)c2)cs1	-4	i	1	-1	i	-6	i	3	i	-11*	i
CC1=C(C#N)C(c2ccc(O)cc2)C(C#N)=C(C)N1	-7	i	2	.	i	0	i	2	i	i	i
CCOC(=O)CC1=NN(c2ccccc2)C(=O)C1	-10	i	-2	-9	i	-1	i	-1	i	i	i
COc1ccccc1C1=NOC(C)(c2nnc(Cc3ccccc3)o2)C1 (centres undefined)	-6	i	0	-7	i	-1	i	3	i	i	i
O=c1cc(O)sc2ccccc12	-6	i	-5	9	i	5	i	20	i	i	i
N#CCSc1nc2ccccc2c(=O)n1CCCC(=O)NCC1CCCO1 (centres undefined)	-1	i	0	0	i	-6	i	3	i	i	i
COc1ccccc1C(=O)N/C(=C/c1ccc2c(c1)OCO2)C(=O)Nc1cccc(C(=O)O)c1	-3	i	-2	3	i	-1	i	5	i	i	i
Cc1ccc(NC(=O)CSc2cccc3cccnc23)c(C)c1	-8	i	-5	-5	i	1	i	.	i	i	i
CCOC(=O)Cn1nnnc1CN(Cc1cccs1)Cc1cc2cc(C)cc(C)c2[nH]c1=O	-17	i	0	8	i	-1	i	1	i	i	i
O=C(Nc1nnc(-c2cccnc2)o1)c1cccc([N+](=O)[O-])c1	-9	i	0	-6	i	-17	i	.	i	.	i
Remaining list, next part:
SMILES	hERG rescue	RGS4 pot	GSK3 alpha inh	HDAC3 inhib	KCNQ1 act	GSK3beta inhib	PolyA inhibitor	Dyrk1A ADPGlo	KCNK9 block	KCNK3 block	KCNQ1 inh
CC(C)=C(NC(=O)c1ccccc1)C(N)=O	-12	i	-4	9	i	1	i	-3	i	i	i
COC(=O)CCCC(=O)NC1CC(C)(C)Cc2c1cnn2-c1ccc(C)cc1 (centres undefined)	2	i	1	5	i	1	i	-1	i	i	i
CC(OC(=O)c1ccc(S(=O)(=O)NCc2ccco2)cc1)C(=O)Nc1ncc(Cl)cc1Cl (centres undefined)	1	i	0	-1	i	-2	i	-7	i	i	i
Cc1nn(Cc2ccc(C(=O)n3cccn3)o2)c(C)c1Br	-8	i	-1	5	i	0	i	-1	i	i	i
O=c1nc(-c2ccccc2)cc(-c2ccccc2)[nH]1	-7	i	5	-17	i	3	i	37	i	i	i
Cc1nc(SCC(=O)NCc2ccco2)c2c3c(sc2n1)CCCC3	-8	i	3	0	i	0	i	6	i	i	i
COc1cccc(CNC(=O)CN2C(=O)COc3ccc(S(=O)(=O)N4CCCCCC4)cc32)c1	-7	i	.	-7	i	3	i	2	i	i	i
CCOc1cc(C(=O)NC(C)C2CCCO2)cc(OCC)c1OCC (centres undefined)	-17	i	-4	1	i	3	i	.	i	i	i
Cc1nn(-c2ccccc2)c(Cl)c1C(=O)OC(C)C(=O)Nc1ccc2c(c1)OCO2 (centres undefined)	-8	i	-2	4	i	4	i	0	i	i	i
CN1CCN(c2nc(C(N)=O)cc(-c3ccccc3)n2)CC1	-1	i	1	-3	i	1	i	-3	i	i	i
COc1cc(/C=C(\NC(=O)c2ccccc2)C(=O)Nc2cccc(O)c2)c([N+](=O)[O-])cc1OC	-13	i	2	4	i	0	i	16	i	i	i
COc1ccc(CNC(=O)C(=O)NC2CC(C)(C)NC(C)(C)C2)cc1	-12	i	-2	4	i	-11	i	-2	i	i	i
